LMPTP inh = blocks human LMPTP phosphatase; P24666; recombinant LMPTP-A, OMFP fluorogenic substrate, fluorescence intensity; inhibition, % at 20 µM; 0.22% of 360,000 active; AID 651560;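 active = compounds that cut the enzyme signal by at least half of the control window in the single-dose screen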;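 note: plate controls were DMSO wells with enzyme plus substrate for no effect and substrate without enzyme for full effect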
Target sequence (P24666 whole entry, looked up): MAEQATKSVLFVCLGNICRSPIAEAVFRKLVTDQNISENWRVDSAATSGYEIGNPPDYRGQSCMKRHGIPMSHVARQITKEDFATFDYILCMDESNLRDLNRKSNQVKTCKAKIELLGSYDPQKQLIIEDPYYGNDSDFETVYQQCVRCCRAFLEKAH
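Test system: LMPTP-A, protein tyrosine phosphatase of low molecular weight; Input: 0.625 nM enzyme; Incubation: 50 min dark incubation at room temperature; Signal: endpoint fluorescence intensity from OMFP dephosphorylation; Read-out basis: % inhibition versus control wells.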
STEP block = STEP (human) phosphatase inhibition. P54829. recombinant STEP, OMFP fluorogenic substrate, fluorescence. inhibition, % at 20 µM. 0.25% of 360,000 active;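 active = inhibition at 20 µM, scaled per plate between control wells, above about 37%, limit read from the data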;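 note: 0% = DMSO with enzyme and substrate and 100% = substrate only without enzyme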
Target sequence (P54829 whole entry, looked up): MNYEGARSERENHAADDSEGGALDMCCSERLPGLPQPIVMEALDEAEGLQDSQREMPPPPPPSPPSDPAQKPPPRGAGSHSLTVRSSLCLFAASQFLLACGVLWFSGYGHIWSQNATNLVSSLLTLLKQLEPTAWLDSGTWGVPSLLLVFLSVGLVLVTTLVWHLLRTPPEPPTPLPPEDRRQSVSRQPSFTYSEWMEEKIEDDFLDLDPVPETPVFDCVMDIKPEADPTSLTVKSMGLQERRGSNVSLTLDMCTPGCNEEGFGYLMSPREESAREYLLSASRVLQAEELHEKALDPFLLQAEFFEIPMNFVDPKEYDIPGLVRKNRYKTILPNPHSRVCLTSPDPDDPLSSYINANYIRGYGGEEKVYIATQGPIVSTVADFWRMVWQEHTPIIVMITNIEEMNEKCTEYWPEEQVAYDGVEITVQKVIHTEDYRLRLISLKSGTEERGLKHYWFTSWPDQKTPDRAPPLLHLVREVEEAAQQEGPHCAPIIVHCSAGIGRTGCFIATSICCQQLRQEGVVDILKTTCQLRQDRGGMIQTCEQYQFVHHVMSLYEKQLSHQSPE
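Material: STEP (striatal-enriched tyrosine phosphatase) enzyme, cell-free | Medium: 50 mM Bis-Tris pH 6.0 with 2.5 mM DTT and 0.005% Tween 20 | Read-out: Percent inhibition scaled to no-enzyme and uninhibited-enzyme controls, plate-pattern corrected | Signal: Fluorescence read at 480 nm ex / 540 nm em | Times: 20 min reaction, room temperature, in the dark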
DNMT1 inh = inhibitors of human DNMT1. P26358. DNMT1 molecular beacon, Hinp1I cleavage, fluorescence. inhibition (reported as % activation of signal), % at 10 µM. 0.83% of 360,000 active. AID 588458; in the data active = inhibition above about 50%
NadD block = NadD (S. aureus) enzyme inhibition; inhibition, % at 20 µM; purified NadD enzyme, colorimetric absorbance read-out; 0.78% of 360,000 active; in the data active = inhibition above about 26%; note: some compounds past the cut are filed as inactive
TbMetRS inhib = blocks T. brucei methionyl-tRNA synthetase activity; purified T. brucei MetRS, ATP depletion, Kinase-Glo luminescence; inhibition, % at 11.9 µM; 0.4% of 360,000 active; AID 624268;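 active = inhibition above a per-plate cutoff of the control wells' mean inhibition plus 3 SD, cut at about 5.5% in these data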;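 note: 0% = DMSO wells median and 100% = median of wells with control inhibitor compound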
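assay system = parasite MetRS enzyme | timing = 15 min preincubation, 2 h reaction, all 25 °C | evaluation = percent inhibition relative to median high and low control wells | medium = HEPES buffer containing pyrophosphatase, BSA, spermine, DTT | compound = single dose, 11.9 µM final nominal, 0.9% final DMSO | detection = Kinase-Glo luminescence, ATP depletion format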
MLLE-PAM2 inh = inhibitors of microRNA-mediated deadenylation, human PABP1 MLLE binding; GST-MLLE / FITC-PAM2 fluorescence polarization; 0.36% of 360,000 active; P11940; AID 588489; inhibition, % at 20 µM; in the data active = inhibition above about 35%, passing the limit was not always enough;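 note: plate controls were DMSO wells with GST-MLLE for no effect and wells lacking GST-MLLE protein for full effect; some results filed as inactive read as strong as hits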
SUMO1-SIM PPI = SUMO1-SIM interaction modulation; P63165; SUMO1 binding to a labelled peptide, TR-FRET, 1 h; inhibition, % at 20 µM; 0.33% of 360,000 active; in the data active = inhibition above about 37%
CSN deneddyl inh = CSN deneddylation inhibition; Q92905; Purified CSN, SCF-Nedd8-OG deneddylation, fluorescence polarization; inhibition, % at 12.5 µM; 0.38% of 360,000 active; AID 651999;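 active = pattern-corrected inhibition above about 35%, with an unprinted fluorescence ratio check between 0.5 and 1.5, limit read from the data, passing the limit was not always enough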;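 note: 0% = enzyme with substrate and 100% = substrate without enzyme; some results filed as inactive read as strong as hits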
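assay system = purified human Csn5 enzyme expressed in HEK293T cells | amount = 0.24 nM enzyme | buffer or medium = Tris/NaCl/DTT buffer, pH 7.5 | reagent = 10 nM SCFSkp2-Nedd8OG | compound = one concentration, 12.5 µM, 0.25% DMSO | times = 90 min reaction at room temperature | signal = FP | read-out basis = % inhibition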
Rpn11 inh = inhibitors of human proteasome Rpn11; O00487; human 26S proteasome, Ub4-pepOG fluorescence polarization; 20S core pre-blocked with epoxomicin; calls only at 20 µM; 0.59% of 360,000 active; AID 588493;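 active = inhibition at 20 µM, scaled to each plate's controls, above about 33%, limit read from the data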
Target sequence (O00487 whole entry, looked up): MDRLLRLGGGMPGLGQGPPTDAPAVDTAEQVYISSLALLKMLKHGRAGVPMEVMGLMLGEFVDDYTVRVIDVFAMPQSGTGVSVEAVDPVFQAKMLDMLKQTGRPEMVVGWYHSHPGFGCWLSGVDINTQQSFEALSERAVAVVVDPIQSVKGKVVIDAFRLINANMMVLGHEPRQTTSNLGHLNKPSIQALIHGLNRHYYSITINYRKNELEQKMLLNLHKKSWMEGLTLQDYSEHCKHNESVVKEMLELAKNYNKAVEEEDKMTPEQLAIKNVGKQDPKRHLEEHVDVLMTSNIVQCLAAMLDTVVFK
Scp1 inh = blocks human Scp-1 phosphatase activity | Q9GZU7 | Recombinant Scp1, phosphopeptide, malachite green phosphate absorbance | inhibition, % at 20 µM | 0.88% of 340,000 active | AID 493091;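 active = inhibition above about 50% at 20 µM, limit read from the data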;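 note: plate controls were DMSO wells with enzyme for no effect and wells lacking enzyme for full effect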
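System: SCP-1 catalytic domain; Reagent: Phospho 17-mer peptide substrate; Doses: one concentration, 20 µM, with 1.0% DMSO; Incubation: 45 min room-temperature reaction, 5 min colour, 30 min stabiliser; Signal: Phosphate-binding colour reagent, absorbance read at 630 nm.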
* hit, by the source's call; i = inactive; · = not tested or not shown; & = joins results of further samples. No enrichment for hits; any-hit rate near 3.6%.

1. COC(=O)c1c(NC(=O)Cc2cccs2)sc(C(=O)N2CCCCC2)c1C
2. Cc1nnc2n1NC(c1ccc(Cl)cc1)C(C(=O)N(C)C1CCCCC1)S2 (stereo not drawn)
3. CCOCCCn1c(=NC(C)=O)c(C(=O)OCC)cc2c(=O)n3ccccc3nc21
4. CCNc1c(NS(=O)(=O)c2ccc(OC)c(Cl)c2)c(=O)oc2ccccc12
5. Cc1ccc(NC(=O)c2ccco2)c(NC(=O)Cc2cccs2)c1
assay / entry	1	2	3	4	5
LMPTP inh	1.2	-1.7	-1.1&-0.1	-0.3	0.2
STEP block	-0.7	1.4	1.6&-1.7	-3.7	-3.0
DNMT1 inh	-0.2	1.1	-0.1&3.2	0.6	2.8
NadD block	-2.8	0.4	-3.0&-1.7	-1.3	-5.8
TbMetRS inhib	-0.2	-0.6	-0.3&0.5	-0.1	-1.1
MLLE-PAM2 inh	-12.1	-7.1	-6.3&3.1	12.0	8.3
SUMO1-SIM PPI	-3.6	1.3	0.7&-21.3	-1.8	2.5
CSN deneddyl inh	-5.5	0.2	1.0&2.3	-0.3	0.5
Rpn11 inh	i	i	i	i	i
Scp1 inh	-1.3	1.1	2.2&-5.3	-3.1	-13.2

6. COc1ccc(CN2C(=O)C(CC(C)C)Nc3ncnc(N4CCN(c5ccccn5)CC4)c32)cc1 (stereo not drawn)
7. CCCCn1c(N)c(N(CC)C(=O)c2cc(S(=O)(=O)N3CCCCCC3)ccc2OC)c(=O)[nH]c1=O
8. Brc1ccc(-c2csc(-c3c[nH]c4ccccc34)n2)cc1
9. CC(C)CCn1cnc2c([nH]c3cccc(Cl)c32)c1=O
10. COC(=O)c1ccc(CSc2nc(C(F)F)cc(C)c2C#N)o1
assay / entry	6	7	8	9	10
LMPTP inh	-0.2	-0.7	1.9	-0.1	0.3
STEP block	-0.5	0.7	3.4	-2.4	0.5
DNMT1 inh	-4.1	1.8	-22.1	12.2	-6.8
NadD block	4.2	1.6	3.1	6.5	-3.1
TbMetRS inhib	0.3	-0.1	-0.8	-0.4	-0.6
MLLE-PAM2 inh	3.0	0.1	1.8	-12.2	2.3
SUMO1-SIM PPI	0.0	-3.3	13.9	-4.6	6.3
CSN deneddyl inh	1.4	1.7	1.1	1.0	1.7
Rpn11 inh	i	i	i	i	i
Scp1 inh	2.6	1.6	-11.2	-4.5	-0.4

11. CC(C)C[C@H]1CN=C(Nc2ccccc2)N1CC(C)C
12. Cc1ccc(NS(=O)(=O)c2c(C(=O)N3CCOCC3)c(C)n(C)c2C)cc1C
13. O=C(CSc1nccn1-c1ccccc1)NCc1ccc(F)cc1
14. CC(=O)c1ccccc1NC(=O)CN1C(=O)NC2(CCCCCCC2)C1=O
15. CCC(C)c1ccc(S(=O)(=O)N2CCN(CC(O)COCC3CCCO3)CC2)cc1 (stereo not drawn)
assay / entry	11	12	13	14	15
LMPTP inh	-0.7	-1.8	-1.0	-0.8	-1.9
STEP block	1.7	-0.8	-3.5	-3.9	0.6
DNMT1 inh	-2.2	4.6	1.8	-2.8	-0.8
NadD block	-4.0	0.6	2.0	1.8	-2.5
TbMetRS inhib	-0.3	-0.5	-0.6	-0.2	-0.4
MLLE-PAM2 inh	8.7	7.6	-2.8	1.4	1.5
SUMO1-SIM PPI	-2.5	-1.2	-1.1	4.2	-2.7
CSN deneddyl inh	4.7	-2.1	5.0	-1.7	0.8
Rpn11 inh	i	i	i	i	i
Scp1 inh	7.2	39.3	-14.4	-5.2	16.3

Single entries from the entries so far:
In TbMetRS inhib, compound 7 has -0.1
In TbMetRS inhib, compound 14 has -0.2

Next section.
16. COc1ccc(C)cc1NS(=O)(=O)c1cccc2nonc12
17. CCCCN(CCCC)CCCNC(=O)C1CC(c2cc(C(F)(F)F)cc(C(F)(F)F)c2)=NO1 (stereo not drawn)
18. Cc1nccn1CC(=O)c1ccc(O)c(O)c1
19. Cc1cc(C)n2nc(SCC(=O)NCc3ccco3)nc2n1
20. Cc1cc(C=O)c(C)n1-c1ccc(NC2CCCC2)c([N+](=O)[O-])c1
assay / entry	16	17	18	19	20
LMPTP inh	-0.9	-4.2	1.3	-1.6	6.6
STEP block	-4.9	-2.4	-0.2	-7.5	9.1
DNMT1 inh	-5.3	-2.2	10.5	-2.1	0.4
NadD block	3.9	-2.4	2.3	-2.0	2.3
TbMetRS inhib	-0.4	-0.3	-0.3	-0.3	-0.5
MLLE-PAM2 inh	-4.5	1.9	10.1	19.9	2.7
SUMO1-SIM PPI	-22.2	0.3	-7.4	-2.6	-38.2
CSN deneddyl inh	1.5	-2.1	-0.9	-2.7	0.7
Rpn11 inh	i	i	i	i	i
Scp1 inh	-6.7	-8.1	-5.8	2.9	-10.4

21. O=C(NCc1ccc(F)cc1)c1cc(C2CCCN(S(=O)(=O)c3ccccc3)C2)on1 (stereo not drawn)
22. CC(=O)Nc1ccc(S(=O)(=O)Nc2ccccc2C(=O)N2CCOCC2)cc1
23. Cc1ccc(NC(=O)C2(C)CCCN(C(C)C)C2)cc1C (stereo not drawn)
24. COc1ccc2oc(C(=O)CCC(=O)O)c(N)c2c1
25. Oc1ccccc1C1CC(c2cccs2)=NC(c2ccc(Cl)cc2)N1 (stereo not drawn)
assay / entry	21	22	23	24	25
LMPTP inh	0.3	-0.4	0.5	-0.8	3.9
STEP block	-1.0	-4.2	0.7	2.0	-1.4
DNMT1 inh	-2.9	0.2	0.0	2.0	-23.6
NadD block	-1.0	-6.7	-0.8	2.8	-2.6
TbMetRS inhib	-0.3	-0.6	-0.5	0.4	0.1
MLLE-PAM2 inh	-0.5	-0.6	15.8	9.8	-60.7
SUMO1-SIM PPI	-4.6	2.8	2.3	-8.3	-7.2
CSN deneddyl inh	1.6	-0.5	1.1	-1.8	13.3
Rpn11 inh	i	i	i	i	i
Scp1 inh	·	-7.5	·	-1.2	-4.6

26. CCCN1C2CCCC1CC(NC(=O)c1ccccc1)C2 (stereo not drawn)
27. O=C(N/N=C\C1CC=CCC1)c1ccc(Br)o1 (stereo not drawn)
28. O=[N+]([O-])c1ccccc1C=NN1CCCCCC1
29. O=[N+]([O-])c1cccc(-c2cc(C(F)(F)F)n3nc(-c4ccccc4)cc3n2)c1
30. Nc1n[nH]c(N)c1N=Nc1ccc(Cl)cc1
assay / entry	26	27	28	29	30
LMPTP inh	-1.5	-0.6	1.2	-0.7	0.2
STEP block	1.1	0.7	0.1	-0.7	-2.3
DNMT1 inh	-0.1	1.5	-2.5	-0.8	-11.3
NadD block	0.9	-0.1	-1.2	4.5	-1.5
TbMetRS inhib	-1.4	0.1	-0.3	-0.1	-0.3
MLLE-PAM2 inh	-6.6	-5.3	6.5	9.4	-1.2
SUMO1-SIM PPI	1.3	0.2	-11.0	-2.9	-17.9
CSN deneddyl inh	0.5	0.8	1.5	-4.2	-9.3
Rpn11 inh	i	i	i	i	i
Scp1 inh	0.9	1.0	2.6	-14.8	-5.2

31. CN(CC(=O)NCCc1ccc(S(N)(=O)=O)cc1)S(=O)(=O)/C=C/c1ccccc1
32. Cn1nc(CC(=O)Nc2ncc(Br)s2)c2ccccc2c1=O
33. O=C(O)CSc1nccn1-c1cccc(Cl)c1
34. O=C(NC1CCCCC1)[C@@H]1CSC2c3ccccc3C(=O)N21 (stereo partly drawn)
35. Cn1cnnc1SCC(=O)NC1CC1
assay / entry	31	32	33	34	35
LMPTP inh	-2.6	-1.0	0.0	-0.7	-0.6
STEP block	-3.2	-2.1	-0.6	-0.7	1.9
DNMT1 inh	-0.3	2.8	4.8	2.0	3.8
NadD block	3.0	1.8	-1.6	-3.1	0.6
TbMetRS inhib	0.4	-1.6	-0.9	-0.2	-0.2
MLLE-PAM2 inh	2.7	-0.6	7.2	4.3	-11.3
SUMO1-SIM PPI	-1.3	1.5	-1.7	3.1	-0.7
CSN deneddyl inh	-1.7	-1.8	-5.9	-1.0	3.0
Rpn11 inh	i	i	i	i	i
Scp1 inh	-6.4	-4.2	-7.1	-5.1	-5.4

Another view of part of the listing above:
| nr | Compound | LMPTP inh | STEP block | DNMT1 inh | NadD block | TbMetRS inhib | MLLE-PAM2 inh | SUMO1-SIM PPI | CSN deneddyl inh | Rpn11 inh | Scp1 inh |
| --- | --- | --- | --- | --- | --- | --- | --- | --- | --- | --- | --- |
| 3 | CCOCCCn1c(=NC(C)=O)c(C(=O)OCC)cc2c(=O)n3ccccc3nc21 | -1.1&-0.1 | 1.6&-1.7 | -0.1&3.2 | -3.0&-1.7 | -0.3&0.5 | -6.3&3.1 | 0.7&-21.3 | 1.0&2.3 | i | 2.2&-5.3 |
| 2 | Cc1nnc2n1NC(c1ccc(Cl)cc1)C(C(=O)N(C)C1CCCCC1)S2 (stereo not drawn) | -1.7 | 1.4 | 1.1 | 0.4 | -0.6 | -7.1 | 1.3 | 0.2 | i | 1.1 |
| 7 | CCCCn1c(N)c(N(CC)C(=O)c2cc(S(=O)(=O)N3CCCCCC3)ccc2OC)c(=O)[nH]c1=O | -0.7 | 0.7 | 1.8 | 1.6 | -0.1 | 0.1 | -3.3 | 1.7 | i | 1.6 |

Next section
36. CCN(Cc1ccccc1)C(=O)c1ccc(C)c(S(=O)(=O)N2CCCCC2)c1
37. CN1CCN(/N=C2/C(=O)Nc3ccc([N+](=O)[O-])cc32)CC1
38. CSc1ccccc1C(=O)Nc1ccc2c(c1)OCCO2
39. O=C(CN1C(=O)C(=O)c2ccccc21)NC1CCCCC1
40. Cc1ccccc1NC(=O)CNc1ccccc1N1CCCCC1
41. CC1C(=O)Nc2ccccc2N1C(=O)c1ccc(O)cc1 (stereo not drawn)
42. CCOCCCn1c(SCC(=O)Nc2ccc(NC(C)=O)cc2)nc2ccccc2c1=O
assay / entry	36	37	38	39	40	41	42
LMPTP inh	0.4	-0.5	-0.3	-1.3	0.1	-3.0	-0.3
STEP block	2.9	-0.4	-2.9	16.6	0.0	0.0	1.3
DNMT1 inh	5.9	-7.4	-3.2	10.1	1.1	-2.0	-3.2
NadD block	-3.7	0.0	-9.3	5.0	-4.7	-6.9	-0.4
TbMetRS inhib	-0.4	0.3	-1.7	-0.4	-0.7	-0.2	-0.5
MLLE-PAM2 inh	-2.6	8.6	-5.6	2.4	-2.6	9.5	-19.3
SUMO1-SIM PPI	-1.4	-1.1	1.5	-16.2	-0.6	-0.2	-5.2
CSN deneddyl inh	-5.7	3.5	3.9	-1.7	-0.3	-0.8	-1.0
Rpn11 inh	i	i	i	i	i	i	i
Scp1 inh	-4.3	-14.2	-10.7	-4.9	-1.9	-13.1	-3.7

Bioassay records deposited in PubChem BioAssay by several laboratories.
